proKLK7 act – proKLK7 (human) activation, primary screen; activation, % at 7 µM; purified proKLK7, EDANS-DABCYL substrate fluorescence; 100% is mature enzyme control, 0% vehicle; 370,000 compounds, 0.9% hits; P49862;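 active means activation above the mean of all tested compounds plus 3 SD, computed per campaign excluding outliers beyond control limits, cut at about 13% in these data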
Target sequence (P49862 whole entry, looked up): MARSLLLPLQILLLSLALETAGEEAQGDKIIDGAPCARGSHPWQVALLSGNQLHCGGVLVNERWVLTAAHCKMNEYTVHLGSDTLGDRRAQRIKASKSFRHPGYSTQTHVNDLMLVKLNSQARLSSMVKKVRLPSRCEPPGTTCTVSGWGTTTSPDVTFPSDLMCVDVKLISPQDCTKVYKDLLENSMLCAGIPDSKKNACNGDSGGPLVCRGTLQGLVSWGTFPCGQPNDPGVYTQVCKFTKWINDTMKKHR
ARFGAP1 inhibitor – inhibits rat ARF GTPase activating protein 1. Arfgap1-stimulated ARF1 GTP hydrolysis, GDP FP detection. inhibition, % at 16.5 µM. 360,000 compounds, 0.26% hits;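 active means inhibition above a per-plate limit, mean inhibition of low control wells plus 3 SD, cut at about 25% in these data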;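 further: 0% = DMSO wells with enzyme and 100% = wells lacking Arfgap1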
Target sequence (Q62848 1-136 limits assumed): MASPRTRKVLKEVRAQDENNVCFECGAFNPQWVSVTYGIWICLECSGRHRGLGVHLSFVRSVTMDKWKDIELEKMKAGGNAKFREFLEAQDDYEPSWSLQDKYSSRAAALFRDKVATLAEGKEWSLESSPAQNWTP
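Material: truncated rat Arfgap1 GAP domain; Incubation: compound-enzyme preincubation 20 min, reaction 120 min, detection 60 min, 25 °C; Read-out: percent inhibition of Arfgap1-stimulated GTP hydrolysis; Technique: FP, GDP Alexa 633 tracer displaced from anti-GDP antibody, 620/688 nm; Controls: No-Arfgap1 wells (100%) versus DMSO full-reaction wells (0%); Replication: single well per compound.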
ASAP1 GAP inh – inhibitors of human ASAP1 ArfGAP activity | Q9ULH1 | ASAP1-stimulated ARF1 GTP hydrolysis, GDP FP detection | inhibition, % at 16.5 µM | 360,000 compounds, 0.19% hits | AID 624377; in the data active means inhibition above about 25%;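 further: 0% = vehicle with enzyme and substrate and 100% = no enzyme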
MBD2 DNA inh – inhibitors of human MBD2 binding to methylated oligonucleotide. Q9UBB5. TR-FRET. inhibition, % at 4.4 µM. 370,000 compounds, 0.31% hits. AID 686964; in the data active means inhibition above about 13%
UHRF1 binding – human UHRF1 methylated DNA binding inhibitors | inhibition, % at 4.4 µM | 370,000 compounds, 0.75% hits | UHRF1 binding to methylated oligo, TR-FRET; in the data active means inhibition above about 21%;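 further: UHRF1 SRA domain binding a hemimethylated CpG hairpin DNA probe; 0% = median of test compound wells and 100% = reference inhibitor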
PLCg1 inh – inhibitors of human phospholipase C gamma1. P19174. purified PLC-gamma1, fluorogenic substrate, fluorescence. inhibition, % at 12.2 µM. 370,000 compounds, 0.84% hits. AID 720700; in the data active means inhibition above about 9.5%
ADAM17 inh – inhibitors of human ADAM17; P78536; recombinant ADAM17, EDANS/DABCYL FRET peptide cleavage; inhibition, % at 6.95 µM; 370,000 compounds, 0.83% hits; AID 720648;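 active means inhibition above the mean of compounds lying between control limits plus 3 SD, set per campaign, cut at about 8.5% in these data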;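 further: 0% = DMSO-only wells as the low control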
PLCb3 inh – PLC-beta3 (human) inhibition, primary screen. Purified PLC-beta3, fluorogenic substrate, fluorescence. 370,000 compounds, 0.18% hits. Q01970. AID 720704. inhibition, % at 12.2 µM; in the data active means inhibition above about 11%;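 further: 0% = median of compound wells on plate and 100% = full blocker control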
Tn7 DDE FP – inhibitors of Tn7 peptide binding to human fibrin DD(E) | P02675 | FP displacement of FITC-Tn7 peptide from fibrin DD(E); 0% = median of compound wells per plate | inhibition, % at 8.3 µM | 370,000 compounds, 0.13% hits;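 active means inhibition above the mean of compounds falling within the control limits plus 3 SD of them, cut at about 14% in these data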;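 further: 0% = plate median of compound wells and 100% = 10 µM Aha-Tn7 peptide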
Target sequence (P02675 whole entry, looked up): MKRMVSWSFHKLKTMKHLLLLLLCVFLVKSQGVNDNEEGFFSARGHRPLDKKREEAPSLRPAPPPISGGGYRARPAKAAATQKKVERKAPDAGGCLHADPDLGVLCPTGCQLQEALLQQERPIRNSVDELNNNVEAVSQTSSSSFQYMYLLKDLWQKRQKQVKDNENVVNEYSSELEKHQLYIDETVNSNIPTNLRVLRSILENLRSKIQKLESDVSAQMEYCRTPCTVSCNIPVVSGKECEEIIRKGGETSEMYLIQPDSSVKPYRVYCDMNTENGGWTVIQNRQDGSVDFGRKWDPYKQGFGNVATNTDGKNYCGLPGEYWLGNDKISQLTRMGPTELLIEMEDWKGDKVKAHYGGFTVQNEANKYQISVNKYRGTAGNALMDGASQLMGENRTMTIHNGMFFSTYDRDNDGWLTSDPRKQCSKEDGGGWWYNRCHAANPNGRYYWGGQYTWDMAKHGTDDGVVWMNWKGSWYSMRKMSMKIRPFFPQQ
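Assay system: Human clot-derived fibrin DD(E) complex | Buffer or medium: Tris/NaCl/CaCl2 buffer, pH 7.8 | Repeats: One replicate per compound | Benchmarks: Aha-Tn7 high control | Measure: % inhibition scaled between sample-field median and high-control FP | Schedule: 10 min plus 3 h, room temperature | Signal: Fluorescence polarization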
DDE Tn6 FP inh – disrupts Tn6 cyclic peptide binding to fibrin D-Dimer-E complex; 370,000 compounds, 0.21% hits; Fibrin DD(E) TRITC-Tn6 fluorescence polarization displacement; inhibition, % at 8.3 µM; P02675;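 active means inhibition above a per-campaign cutoff: mean of compounds within control limits plus 3 SD, cut at about 15% in these data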;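 further: 0% = median of all compound wells on the plate and 100% = blocking peptide control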
An asterisk follows results filed as active.

`CC(=O)OC[C@@H]1CN(Cc2ccccc2)C[C@H](n2ccc3c(N)ncnc32)O1` gave proKLK7 act -0.7, ARFGAP1 inhibitor -5, ASAP1 GAP inh -1, MBD2 DNA inh 36*, UHRF1 binding 1, PLCg1 inh 1, ADAM17 inh -1, PLCb3 inh 8, Tn7 DDE FP -7 and DDE Tn6 FP inh -7.
`CCC1(c2ccc(Cl)cc2)NC(=O)N(CC(=O)NC2CCCC(C)C2C)C1=O` (stereo unspecified) gave proKLK7 act -0.6, ARFGAP1 inhibitor -1, ASAP1 GAP inh -5, MBD2 DNA inh 6, UHRF1 binding 0, PLCg1 inh 3, ADAM17 inh -4, PLCb3 inh -11, Tn7 DDE FP 3 and DDE Tn6 FP inh -1.
Cc1cc(O)ccc1N1C(=O)c2cccc3cc([N+](=O)[O-])cc(c23)C1=O was read as proKLK7 act 0.4, ARFGAP1 inhibitor 0, ASAP1 GAP inh 6, MBD2 DNA inh 1, UHRF1 binding 1, PLCg1 inh -5, ADAM17 inh -2, PLCb3 inh -3, Tn7 DDE FP -1 and DDE Tn6 FP inh -3.
`Cc1cc(C(F)(F)F)nn1CC(=O)NNC(=S)Nc1cccc(Cl)c1` gave proKLK7 act -0.1, ARFGAP1 inhibitor 4, ASAP1 GAP inh 7, MBD2 DNA inh 3, UHRF1 binding -3, PLCg1 inh -2, ADAM17 inh -2, PLCb3 inh -1, Tn7 DDE FP 4 and DDE Tn6 FP inh -1.
Screening C/C(Cc1ccccc1)=N\NC(=O)c1cc(C(C)(C)C)[nH]n1 returned proKLK7 act 0.0, ARFGAP1 inhibitor 2, ASAP1 GAP inh -11, MBD2 DNA inh -3, UHRF1 binding -2, PLCg1 inh 3, ADAM17 inh -3, PLCb3 inh -5, Tn7 DDE FP 6 and DDE Tn6 FP inh 1.
For O=C(Nc1ccc(Br)cc1)OC1CC2CC1[C@H]1CCCCN1C2 (stereo partly specified) the results were proKLK7 act -0.3, MBD2 DNA inh 1, UHRF1 binding 1, PLCg1 inh 0, ADAM17 inh -4, PLCb3 inh 3, Tn7 DDE FP 3 and DDE Tn6 FP inh 3.
CC(Oc1ccccc1)C(=O)Nc1cccc(F)c1 (stereo unspecified) was read as proKLK7 act -0.8, ARFGAP1 inhibitor 6, ASAP1 GAP inh -5, MBD2 DNA inh 0, UHRF1 binding 2, PLCg1 inh -3, ADAM17 inh -3, PLCb3 inh 1, Tn7 DDE FP -1 and DDE Tn6 FP inh -1.
CCc1cc[n+](-c2nc3ccccc3nc2C(=C=[N-])C#N)cc1 was read as proKLK7 act -0.2, ARFGAP1 inhibitor 12, ASAP1 GAP inh -4, MBD2 DNA inh -19, UHRF1 binding -18, PLCg1 inh -8, ADAM17 inh -4, PLCb3 inh -16, Tn7 DDE FP 4 and DDE Tn6 FP inh 8.
For S=C1CCSc2ccc(Cl)cc2N1 the results were proKLK7 act -0.7, ARFGAP1 inhibitor 7, ASAP1 GAP inh 3, MBD2 DNA inh -3, UHRF1 binding -4, PLCg1 inh 5, ADAM17 inh 2, PLCb3 inh 4, Tn7 DDE FP -3 and DDE Tn6 FP inh 0.
`CC(C)(C)OC(=O)C[C@H]1C/C=C\C[C@@H](CC(=O)N[C@@H](CO)Cc2ccccc2)C(=O)N2CCC[C@H]2COC1=O` gave proKLK7 act 0.3, ARFGAP1 inhibitor 6, ASAP1 GAP inh -4, MBD2 DNA inh -1, UHRF1 binding 3, PLCg1 inh 2, ADAM17 inh 0, PLCb3 inh 5, Tn7 DDE FP -7 and DDE Tn6 FP inh 1.
`Fc1ccc(Br)cc1/C=N/n1cnnc1` gave proKLK7 act -0.7, ARFGAP1 inhibitor 7, ASAP1 GAP inh -2, MBD2 DNA inh 3, UHRF1 binding -1, PLCg1 inh 4, ADAM17 inh -1, PLCb3 inh -5, Tn7 DDE FP -3 and DDE Tn6 FP inh 3.
For COc1ccc(COC(=O)c2ccc3c(=O)n4c(nc3c2)CCC4)cc1F the results were proKLK7 act -0.2, ARFGAP1 inhibitor 0, ASAP1 GAP inh -1, MBD2 DNA inh 1, UHRF1 binding -2, PLCg1 inh 0, ADAM17 inh -4, PLCb3 inh -8, Tn7 DDE FP 8 and DDE Tn6 FP inh 11.
`O=C(Cn1ccc([N+](=O)[O-])n1)Nc1nc2ccccc2s1` gave proKLK7 act 0.1, ARFGAP1 inhibitor 10, ASAP1 GAP inh -4, MBD2 DNA inh -1, UHRF1 binding 1, PLCg1 inh -1, ADAM17 inh -5, PLCb3 inh -9, Tn7 DDE FP 6 and DDE Tn6 FP inh -5.
For COc1cccc(CN(C(=O)Cn2nnc(-c3ccccc3F)n2)C(C(=O)NC(C)(C)C)c2ccncc2)c1 (stereo unspecified) the results were proKLK7 act -0.2, ARFGAP1 inhibitor -4, ASAP1 GAP inh -2, MBD2 DNA inh -6, UHRF1 binding -2, PLCg1 inh 2, ADAM17 inh 2, PLCb3 inh 0, Tn7 DDE FP 0 and DDE Tn6 FP inh 4.
For CCCN(CCO)Cc1cccc(Oc2ccccc2)c1 the results were proKLK7 act 0.2, ARFGAP1 inhibitor -13, ASAP1 GAP inh 7, MBD2 DNA inh 0, UHRF1 binding 1, PLCg1 inh 8, ADAM17 inh 0, PLCb3 inh 8, Tn7 DDE FP 2 and DDE Tn6 FP inh 0.
O=Cc1ccc(-c2c(-c3ccccc3)oc3c2C(OCCCCO)CCC3)o1 (stereo unspecified) was read as proKLK7 act 1.1, ARFGAP1 inhibitor -2, ASAP1 GAP inh 8, MBD2 DNA inh -1, UHRF1 binding 2, PLCg1 inh -150, ADAM17 inh -18, PLCb3 inh -213, Tn7 DDE FP 0 and DDE Tn6 FP inh 1.
`CC(C)OC(=O)C1C(=O)CC(C)(O)C(C(=O)OC(C)C)C1c1cccc(O)c1` (stereo unspecified) gave proKLK7 act -0.5, ARFGAP1 inhibitor -9, ASAP1 GAP inh 8, MBD2 DNA inh 3, UHRF1 binding 3, PLCg1 inh -1, ADAM17 inh -5, PLCb3 inh 3, Tn7 DDE FP 5 and DDE Tn6 FP inh 3.
Cc1nc(-c2ccccc2)nc2[nH]ccc(=O)c12 was read as proKLK7 act -2.6, ARFGAP1 inhibitor 8, ASAP1 GAP inh 1, MBD2 DNA inh -1, UHRF1 binding 0, PLCg1 inh 2, ADAM17 inh -4, PLCb3 inh -1, Tn7 DDE FP -7 and DDE Tn6 FP inh 1.
`O=C(CSc1n[nH]c(-c2ccccc2)n1)c1ccc(O)c(O)c1` gave proKLK7 act 0.5, ARFGAP1 inhibitor 8, ASAP1 GAP inh 3, MBD2 DNA inh 3, UHRF1 binding 2, PLCg1 inh 2, ADAM17 inh -3, PLCb3 inh -1, Tn7 DDE FP 3 and DDE Tn6 FP inh -8.
COc1ccccc1N(C)S(=O)(=O)c1ccc(Cl)c(C(=O)NCc2cccnc2)c1 was read as proKLK7 act 0.4, ARFGAP1 inhibitor 9, ASAP1 GAP inh 5, MBD2 DNA inh 0, UHRF1 binding 0, PLCg1 inh -1, ADAM17 inh -1, PLCb3 inh -3, Tn7 DDE FP -5 and DDE Tn6 FP inh 9.
CC(C)CC1NC(=O)N(CCCCN2C(=O)c3ccccc3C2=O)C1=O (stereo unspecified) was read as proKLK7 act -0.4, ARFGAP1 inhibitor -4, ASAP1 GAP inh 1, MBD2 DNA inh -2, UHRF1 binding 0, PLCg1 inh 1, ADAM17 inh -3, PLCb3 inh 0, Tn7 DDE FP 0 and DDE Tn6 FP inh 4.
Screening Cc1ccc(-c2ccc(SCC(=O)NC3CCCC3)nn2)cc1 returned proKLK7 act -0.3, ARFGAP1 inhibitor 5, ASAP1 GAP inh 1, MBD2 DNA inh 7, UHRF1 binding 1, PLCg1 inh 0, ADAM17 inh -2, PLCb3 inh -9, Tn7 DDE FP -4 and DDE Tn6 FP inh 2.
For CCOc1ccc(C(=O)NC2CCN(C(=S)Nc3ccccc3C)CC2)cc1 the results were proKLK7 act 0.5, ARFGAP1 inhibitor 11, ASAP1 GAP inh 7, MBD2 DNA inh -3, UHRF1 binding -1, PLCg1 inh 2, ADAM17 inh 4, PLCb3 inh 0, Tn7 DDE FP -11 and DDE Tn6 FP inh 4.
CN(C(=O)c1ccncc1)c1nnc(-c2cccnc2)s1 was read as proKLK7 act 2.2, ARFGAP1 inhibitor -3, ASAP1 GAP inh -8, MBD2 DNA inh 1, UHRF1 binding -3, PLCg1 inh 1, ADAM17 inh -4, PLCb3 inh 0, Tn7 DDE FP -4 and DDE Tn6 FP inh -2.
O=C(/C=C/c1ccco1)Nc1cc(Cl)ccc1C(=O)O was read as proKLK7 act 0.1, ARFGAP1 inhibitor 3, ASAP1 GAP inh -16, MBD2 DNA inh 1, UHRF1 binding 9, PLCg1 inh -16, ADAM17 inh 0, PLCb3 inh -21, Tn7 DDE FP 2 and DDE Tn6 FP inh -4.
CCOC(=O)c1c(C)nc(C(Cl)(Cl)Cl)nc1N was read as proKLK7 act 0.4, ARFGAP1 inhibitor 8, ASAP1 GAP inh 6, MBD2 DNA inh 3, UHRF1 binding -1, PLCg1 inh 0, ADAM17 inh -4, PLCb3 inh -5, Tn7 DDE FP -2 and DDE Tn6 FP inh 4.
For COc1ccc(N2CCCn3c2nc2c3c(=O)n(Cc3ccccc3)c(=O)n2C)c(OC)c1 the results were proKLK7 act 0.1, ARFGAP1 inhibitor 9, ASAP1 GAP inh 1, MBD2 DNA inh 5, UHRF1 binding -1, PLCg1 inh -3, ADAM17 inh -6, PLCb3 inh -8, Tn7 DDE FP -5 and DDE Tn6 FP inh -4.
Screening NC1=NC(=O)C(CC(=O)c2ccc(Cl)cc2)S1 (stereo unspecified) returned proKLK7 act 0.2, ARFGAP1 inhibitor 11, ASAP1 GAP inh -16, MBD2 DNA inh -1, UHRF1 binding 1, PLCg1 inh 2, ADAM17 inh 1, PLCb3 inh 2, Tn7 DDE FP -1 and DDE Tn6 FP inh -1.
Screening CC1CN(C(=O)CCC(=O)NC2CCN(Cc3ccccc3)CC2)c2ccccc2O1 (stereo unspecified) returned proKLK7 act -0.1, ARFGAP1 inhibitor -10, ASAP1 GAP inh 17, MBD2 DNA inh 3, UHRF1 binding 1, PLCg1 inh 3, ADAM17 inh 2, PLCb3 inh 3, Tn7 DDE FP -5 and DDE Tn6 FP inh -1.
For COc1cccc(CNC(=O)COC(=O)CCS(=O)(=O)c2ccc(C)cc2)c1 the results were proKLK7 act -0.5, ARFGAP1 inhibitor 6, ASAP1 GAP inh -2, MBD2 DNA inh -5, UHRF1 binding 0, PLCg1 inh 1, ADAM17 inh -1, PLCb3 inh 1, Tn7 DDE FP 5 and DDE Tn6 FP inh 5.

Bioassay records from PubChem BioAssay.
